GoLoco inh red: RGS12 GoLoco-Gai1 interaction inhibition. P63096. Gai1:RGS12 GoLoco peptide FP, rhodamine, 10 min. Potency, µM (top dose mostly 61.6 µM), for the others: top-dose activity, negative = inhibition, usual class: inhibitors. 230,000 compounds, 0.44% hits. AID 880; active = well fitted inhibition curve with a large enough effect, not every such curve was filed as active; inactive = no such curve, though single readings can be large or run the other way; also: % is scaled to controls: 0 for no effect and ±100 for the full control effect; nearly all actives have a fitted effect of over 30% in size; many of its hits are not listed in these tables
Target sequence (P63096 whole entry, looked up): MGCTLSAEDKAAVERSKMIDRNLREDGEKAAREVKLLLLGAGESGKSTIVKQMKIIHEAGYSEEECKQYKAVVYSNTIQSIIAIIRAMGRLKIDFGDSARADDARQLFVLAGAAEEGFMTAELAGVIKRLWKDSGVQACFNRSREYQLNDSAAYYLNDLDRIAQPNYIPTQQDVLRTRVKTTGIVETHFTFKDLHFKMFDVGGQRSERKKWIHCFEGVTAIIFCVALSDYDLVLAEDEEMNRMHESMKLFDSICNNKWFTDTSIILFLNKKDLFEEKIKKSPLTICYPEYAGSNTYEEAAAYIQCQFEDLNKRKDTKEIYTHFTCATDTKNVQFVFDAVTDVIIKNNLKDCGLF
RECQ1 inh: blocks DNA unwinding by human RECQ1 | RECQ1 DNA unwinding, red fluorescence kinetic read | Potency, µM (series often up to 57.3 µM), inactives show top-dose activity, negative = inhibition, actives largely listed as inhibitors | 240,000 compounds, 0.54% hits;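 also: plate controls were vehicle for no effect and no enzyme for full effect; nearly all actives have a fitted effect of over 30% in size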
Target sequence (P46063 whole entry, looked up): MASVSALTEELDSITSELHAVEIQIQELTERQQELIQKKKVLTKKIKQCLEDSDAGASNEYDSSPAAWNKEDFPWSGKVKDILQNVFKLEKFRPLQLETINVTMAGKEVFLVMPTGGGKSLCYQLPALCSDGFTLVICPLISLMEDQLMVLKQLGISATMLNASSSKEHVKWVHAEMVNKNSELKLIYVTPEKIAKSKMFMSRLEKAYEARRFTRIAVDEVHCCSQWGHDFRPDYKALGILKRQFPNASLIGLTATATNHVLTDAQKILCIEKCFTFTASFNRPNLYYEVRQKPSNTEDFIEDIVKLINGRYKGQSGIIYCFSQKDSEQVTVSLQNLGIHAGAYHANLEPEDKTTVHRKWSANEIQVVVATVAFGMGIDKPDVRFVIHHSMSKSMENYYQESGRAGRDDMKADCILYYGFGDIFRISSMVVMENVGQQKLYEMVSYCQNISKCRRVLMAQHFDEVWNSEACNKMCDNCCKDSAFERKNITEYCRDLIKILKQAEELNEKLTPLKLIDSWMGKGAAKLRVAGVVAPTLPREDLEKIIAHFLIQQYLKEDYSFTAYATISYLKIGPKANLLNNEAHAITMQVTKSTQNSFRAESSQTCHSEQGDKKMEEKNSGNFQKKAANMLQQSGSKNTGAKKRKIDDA
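50 nM RECQ1T1 preincubated 15 min with compound in Tris pH 8.0 buffer with MgCl2, DTT, Tween-20 and 2.5 ug/ml poly(dI-dC); started with 200 nM TAMRA/BHQ-2 forked duplex and 2 mM ATP. Unwinding read as fluorescence (525/598 nm), two reads 2 h apart.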
IMPase Li cell: cell-permeable IMPase inhibitors with lithium potentiation; CHO-M1 cells, IP1 TR-FRET (IP-One), carbachol + lithium; Potency, µM (top dose mostly 59.4 µM), for inactives: at the highest dose activity, negative = IMPase inhibition, usual class: inhibitors; 210,000 compounds, 0.35% hits; AID 1457;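 also: IP1 builds up when IMPase is blocked and the TR-FRET signal falls; plate controls were basal vehicle for no effect and high inhibitor control for full effect; nearly all actives have a fitted effect of over 50% in size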
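Readout is a homogeneous TR-FRET IP1 immunoassay (Ex 320, Em 665 and 620), where raised cytosolic IP1 lowers signal. Cells were CHO-M1 treated 30 min at 37C with test compounds plus a little lithium; AC50 values came from Hill-equation fitting.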
Epigenetic reg: derepresses silenced GFP reporter in murine cells; AID 1865; murine LDR cells, GFP reporter derepression, 30 h; 280,000 compounds, 0.2% hits; Potency, µM (highest dose often 53.9 µM), without a hit: top-dose GFP activation, most hits filed as activators; also: % of control where 0% means no effect; nearly all actives have a fitted effect of over 60% in size
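GFP-positive cell count by laser-scanning cytometry (objects 20–120 um) after 30 h, 37 C compound exposure of murine LDR cells; reporter is CMV-GFP integrated at a silenced locus, inducible by HDAC or DNMT inhibitors.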
JMJD2E inh: blocks human JMJD2E demethylase activity. 230,000 compounds, 1.6% hits. JMJD2E catalytic domain, FDH-coupled NADH fluorescence (FDH is formaldehyde dehydrogenase). AID 2147. Potency, µM (series often up to 57.1 µM), for the others: at the highest dose activity change, negative = inhibition, usual class: inhibitors. B2RXH2; active = well fitted inhibition curve with a large enough effect, not every such curve was filed as active; inconclusive = small, poorly fitted or top-dose-only effect, or another doubt; inactive = no such curve, though single readings can be large or run the other way;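 also: 0% = wells with enzyme and -100% = buffer wells without enzyme; nearly all actives have a fitted effect of over 50% in size; many of its hits are not listed in these tables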
KinaseGlo FLuc: counter-screen: inhibitors of Kinase-Glo firefly luciferase | Kinase-Glo luciferase, ATP luminescence, 8 min | Potency, µM (series often up to 38.3 µM), for inactives: top-dose activity change, negative = inhibition, most hits filed as inhibitors | 200,000 compounds, 0.28% hits | Q27757 | AID 1379; also: % is scaled to controls: 0 for no effect and ±100 for the full control effect; nearly all actives have a fitted effect of over 60% in size
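Light output from Kinase-Glo luciferase with luciferin and 10 uM ATP in 50 mM imidazole pH 7.2, KCl, MgCl2, Tween 20, BSA; compound pin-delivered, 8-min ambient incubation, then luminescence read.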
SMN2 splice up: enhancers of SMN2 splice variant expression. HEK293 SMN2-luciferase splicing reporter, luminescence, 30-36 h. Potency, µM (series often up to 46.1 µM), for the others: top-dose activity change, positive = activation, most hits filed as activators. 210,000 compounds, 2.8% hits. AID 1458; also: % of control where 0% means no effect; nearly all actives have a fitted effect of over 55% in size
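qHTS luciferase splicing reporter: luminescence rises when SMN2 exon 7 is included in transfected HEK293 cells. Compound exposure lasted 30-36 h at 37C, with 4.5 mM final sodium butyrate as control, followed by a ONE-Glo read.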
NPSR antagonist: blocks cAMP signaling of the human neuropeptide S receptor; Q6W5P4; CHO-NPSR cells, cAMP TR-FRET, antagonist mode; Potency, µM (titrated, usually from 38.3 µM), inactives show top-dose activity change, negative = inhibition, hits mostly inhibitors; 220,000 compounds, 1% hits; AID 1461; also: % is scaled to controls: 0 for no effect and ±100 for the full control effect; nearly all actives have a fitted effect of over 50% in size; many of its hits are not listed in these tables
Starred values were filed as active, the others as inactive; i = inactive; ? = inconclusive; nt = no result given; & = joins results of further samples; [ ] = another dose, or the depositor's remark. Unless noted, calls follow the shape of the dose curve; as a rule, active = well fitted curve in the direction sought with a large enough effect; inconclusive = small, poorly fitted or top-dose-only effect, or another doubt; inactive = no such curve, though single readings can be large; an effect the other way counts as inactive or inconclusive. Potency is read from the fitted curve at half-maximal effect. A portion of the library (hit frequency here may not be typical).

Structure	GoLoco inh red	RECQ1 inh	IMPase Li cell	Epigenetic reg	JMJD2E inh	KinaseGlo FLuc	SMN2 splice up	NPSR antagonist
CC(=O)c1cccc(N=Nc2c(-c3ccccc3)[nH]n(-c3ccccc3)c2=O)c1	5.1%	i	8.2%	1.1%	-2.9%	-3.3%	-16.3%	-21.7%
C/C(=N\O)c1ccccc1C(=O)O	-5.1%	12.6%	-8.1%[38.3 µM]	0.9%	9.3%	7.9%	-2.9%	-15.6%[46.1 µM]
COc1cccc(C(=O)NC(=S)Nc2ccc3oc(=O)ccc3c2)c1	nt	2.4%	nt	0.0%	2.2%	nt	nt	2.7%[46.1 µM]
CCc1nnc(NC(=O)CCCSc2nc3ccccc3[nH]2)s1	-1.0%	i	15.0%	-2.5%	3.4%	2.7%	-4.3%	-1.3%
O=C(NCc1cccs1)c1ccc(S(=O)(=O)N2CCOCC2)cc1	-12.7%	i	-2.7%	-1.1%	3.8%	0.6%	0.2%	-2.7%
Cc1cc(C)c2nc3s/c(=C/c4ccc5c(c4)n(C)c(=O)n5C)c(=O)n3c2c1	44.7%[activator]	-21.8%	-4.2%[38.3 µM]	-0.8%	-11.8%	-1.0%	2.8%	-4.8%[46.1 µM]
CCc1nnnn1-c1ccc([N+](=O)[O-])cc1C	4.1%	17.5%	3.8%	0.0%	6.0%	-5.9%	5.5%	11.1%
CCSc1nnc(NC(=O)c2ccc(C)cc2)s1	9.0%	-13.1%	30.9%[38.3 µM]	0.0%	?	-2.8%	14.1µM*	-9.2%[46.1 µM]
C/C(=N\Nc1nc2c(s1)CCCC2)c1ccccc1	-8.3%	i	35.6%[activator][38.3 µM]	?	?	-5.3%	11.2µM*	-19.5%[46.1 µM]
CCc1ccc(C(=O)O)cc1	4.0%	4.9%	nt	1.1%	6.4%	nt	nt	-9.3%
C/C(=N\O)C(C)Oc1ccc(Cl)cc1 (stereo unspecified)	6.4%	-14.7%	-4.1%	-0.1%	-7.6%	-2.8%	9.5%	8.7%
COc1ccc(C(=O)Nc2ccc(F)cc2F)cc1OC	5.3%	-5.9%	-5.8%[38.3 µM]	-1.1%	2.6%	-10.1%	3.8%	1.6%[46.1 µM]
Cc1nn(C)c(Oc2ccccc2)c1CCNC(=O)CCl	-4.4%	i	-4.8%	-2.3%	17.9%	nt	nt	-1.0%
O=C(NNc1c(Cl)cc(Cl)cc1Cl)C1CCC1	-1.4%	-5.6%	-1.5%	0.0%	-0.1%	0.3%	-18.3%	2.1%
O=C(Nc1ccccc1Cl)c1cc(S(=O)(=O)N2CCCC(C(=O)O)C2)ccc1F (stereo unspecified)	-18.3%	-0.9%	-27.7%[38.3 µM]	-1.8%	0.3%	2.0%	-10.9%	-8.8%[46.1 µM]
c1ccc(Nc2ncnc3ccc(-c4ccc5c(c4)OCO5)cc23)cc1	-2.6%	-14.8%	3.7%	3.6%	?	-1.0%	7.2%	nt
CC(=O)c1cc2c(cc1NC(=O)c1cc3nc(C(C)C)cc(C(F)(F)F)n3n1)OCO2	7.6%	-2.7%	-13.2%[38.3 µM]	7.2%	2.4%	-6.1%	-0.1%	0.7%[46.1 µM]
Cc1ccc(S(=O)(=O)N/N=C/c2ccc(O)cc2O)cc1[N+](=O)[O-]	25.9%	6.4%	nt	1.3%	11.6%	nt	nt	44.0%
COc1ccc(CNC(=O)c2nnn(-c3cccc(C(F)(F)F)c3)c2N)cc1	0.4%	?	-3.3%	1.1%	-1.9%	-1.0%	-22.1%	-1.6%
CCc1n(CC(O)COC2CCCCC2)c2ccccc2[n+]1C (stereo unspecified)	7.8%	i	15.5%	-6.0%	10µM*	-1.4%	nt	12.1%
CCCCc1n[nH]c2c1C(=O)CC(C)(C)C2	0.2%	-1.7%	-10.7%[38.3 µM]	0.0%	0.0%	-6.4%	-17.7%	-1.8%[46.1 µM]
CC(=O)N(Cc1ccccc1)c1ccccc1C(=O)O	6.9%	-5.1%	nt	0.0%	-25.5%	nt	nt	3.1%
COc1c(C)cccc1C(=O)NC(=S)Nc1cccc2nsnc12	26.1%	i	-5.4%	3.1%	22.0%	8.4%	10.4%	7.94µM*
O=C(/C=C/c1ccc(OC2CSC2)cc1)c1ccccc1	-0.6%	-2.5%	12.5%[38.3 µM]	3.0%	-21.9%	?	12.8%	-17.9%[46.1 µM]
O=C(NC(=S)Nc1ccc(S(=O)(=O)N2CCCCC2)cc1)c1cccs1	7.0%	-11.2%	16.5%	-1.6%	?	-0.3%	-8.1%	-22.1%
CCCCCN(CCCCC)C(=O)C(CCC(=O)O)NC(=O)c1ccc(Cl)c(Cl)c1 (stereo unspecified)	7.2%&1.2%	-2.7%&-2.5%	-3.1%&0.7%	0.1%&-0.5%	-5.1%&-0.6%	-0.3%&-4.0%	-9.7%&8.0%	-11.5%[46.1 µM]
O=C1OC(N2CCN(C(=O)C3CCCO3)CC2)c2ccccc21 (stereo unspecified)	-0.5%	-1.7%	-3.2%[38.3 µM]	-1.0%	1.4%	-0.6%	-1.4%	1.8%[46.1 µM]
CN(CCC#N)Cc1cc(=O)oc2ccc3ccccc3c12	9.6%	-10.9%	nt	-0.3%	?	nt	nt	0.6%[7.67 µM]
O=C(CSc1nnc(SCc2ccc(Cl)cc2)s1)N/N=C/c1ccccc1C(=O)O	1.5%	0.4%	nt	-1.2%	5.3%	nt	nt	11.2%
COc1ccnc(Oc2ccc(F)cc2)c1C(=O)N/C=N/OCc1ccc(F)cc1Cl	3.0%	-17.1%	7.6%	-0.9%	8.9%	5.4%	-13.5%	-21.0%[46.1 µM]
COc1ccc(/C=C/C(=O)c2sc(-c3ccc(Cl)cc3)nc2C)cc1	11.7%	-6.2%	?	1.0%	11.0%	0.7%	-34.0%[inhibitor]	-14.2%[46.1 µM]
Clc1ccc2nc(-c3ccc4c(c3)OCO4)cn2c1	3.0%	-7.1%	-18.1%	2.4%	?	?	nt	8.6%
Cc1nnc(NC(=O)c2ccc(S(=O)(=O)C(F)F)cc2)s1	14.4%	12.9%	nt	-1.3%	1.1%	nt	nt	3.1%
Cc1ccc(Cn2nnc3c(=O)n(Cc4cc(C)ccc4C)cnc32)cc1	1.3%	4.4%	20.8%	0.0%	-9.4%	-1.0%	6.9%	-8.4%[46.1 µM]
Cc1ccc(Cl)cc1N(Cc1ccc(C(=O)NCc2cccnc2)cc1)S(=O)(=O)c1ccccc1	3.2%	i	25.1%[38.3 µM]	1.9%	-3.4%	-1.0%	10.1%	?
Cc1cccc(C(=O)Nc2cccc(Br)c2)c1[N+](=O)[O-]	-4.3%	-5.3%	3.9%	-10.5%	-0.8%	1.3%	nt	27.9%
CCOC(=O)c1cc(-c2ccccc2)n(CC(=O)Nc2ccc(OCC)cc2)c1C	-2.9%	-8.9%	4.5%	0.0%	-3.7%	3.1%	-5.0%	-0.3%
O=C(O)CSCC(=O)N1CCN(S(=O)(=O)c2cc(Cl)cc(Cl)c2)CC1	0.5%	-8.4%	nt	-1.9%	0.9%	nt	nt	16.5%
CCc1cccc(NC(=O)C2CCN(S(=O)(=O)c3c(C)noc3C)CC2)c1	2.8%	-14.1%	-12.2%	0.5%	0.1%	1.5%	2.8%	-26.8%
COc1cccc2cc(C(=O)N(Cc3cccs3)CC3CCCO3)c(=O)oc12 (stereo unspecified)	-4.5%	-4.9%	9.0%	0.1%	?	10.5%	0.3%	19.2%
N#Cc1c(-c2ccc(F)cc2)cc(-c2ccccc2)nc1SCC(=O)NCC(=O)O	0.2%	i	nt	-0.8%	?	nt	nt	-0.7%
CCOC(=O)Cn1nnc(-c2ccc([N+](=O)[O-])cc2)n1	12.0%	-5.8%	-2.4%	-7.2%	-13.2%	-1.3%	nt	-6.3%
CC1CCN(C(=O)CSc2nnc(Cc3ccccc3)o2)CC1	2.0%	-0.9%	23.4%[38.3 µM]	-0.8%	-5.1%	-1.2%	-4.9%	3.7%[46.1 µM]
CN(C)CCNC(=O)C(c1ccccc1)c1ccccc1	-4.6%	-13.7%	nt	2.0%	5.6%	nt	nt	12.6%
CCCNC(=O)CSC1=N/C(=C/c2ccc(F)cc2)C(=O)N1CC	6.3%	-4.8%	5.3%	2.1%	-3.1%	-6.6%	-22.9%	-6.1%
O=C(O)CCc1nc2cccnc2n1Cc1ccccc1	8.6%	-11.7%	-1.2%[38.3 µM]	-1.0%	2.7%	1.4%	13.2%	-2.4%[46.1 µM]
CC(C)CN1C(=O)c2ccc(C(=O)NCc3ccc4c(c3)OCO4)cc2C1=O	11.8%	i	24.4%[38.3 µM]	-6.2%	0.9%	-2.8%	14.8%	-13.9%[46.1 µM]
COc1cccc(CNC(=O)Nc2cccs2)c1	23.2%	-13.8%	-0.3%[38.3 µM]	-1.9%	-20.9%	10.7%	19.8%	-4.9%[46.1 µM]
Cc1ccc(OCCOC(=O)c2nc3nccc(C)n3n2)cc1	8.7%	i	1.4%	-9.0%	6.3%	0.8%	6.2%	4.2%
COc1ccccc1NC(=O)CSc1nnc(C)n1CC1CCCO1 (stereo unspecified)	-8.4%	-2.3%	2.1%	0.0%	-0.6%	-0.4%	14.7%	-8.0%[46.1 µM]
N#Cc1cnn(-c2ccccc2)c1NC(=O)CN1CCOCC1	-0.3%	-1.8%	nt	-1.0%	2.1%	nt	nt	-7.3%
CCOc1cc(NC(=S)NCCCN2CCOCC2)c(OCC)cc1NC(=O)c1ccc(C)cc1	16.7%	i	-2.3%	11.4%	3.7%	-4.8%	nt	3.3%

Complete entries, quoted from the list.
CCOc1cc(NC(=S)NCCCN2CCOCC2)c(OCC)cc1NC(=O)c1ccc(C)cc1 is entered as GoLoco inh red: 16.7%; RECQ1 inh: i; IMPase Li cell: -2.3%; Epigenetic reg: 11.4%; JMJD2E inh: 3.7%; KinaseGlo FLuc: -4.8%; SMN2 splice up: nt; NPSR antagonist: 3.3%
COc1ccc(/C=C/C(=O)c2sc(-c3ccc(Cl)cc3)nc2C)cc1 is entered as GoLoco inh red: 11.7%; RECQ1 inh: -6.2%; IMPase Li cell: ?; Epigenetic reg: 1.0%; JMJD2E inh: 11.0%; KinaseGlo FLuc: 0.7%; SMN2 splice up: -34.0%[inhibitor]; NPSR antagonist: -14.2%[46.1 µM]
